CHO parental Ca: counter-screen for OX1R antagonists: effect in parental CHO cells; hit rate 0.63% among 330,000; inhibition, % at 5.6 µM; AID 463079; parental CHO-K1, ATP-induced calcium, Fluo-8 fluorescence;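 active = inhibition above that plate's mean sample inhibition plus 3 SD, cut at about 26% in these data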;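 also: 0% = ATP-challenged DMSO wells and 100% = DMSO wells without ATP; some compounds past the cut are filed as inactive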
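Material: Parental CHO cells | Reagent: ATP | Compound dosing: Single nominal dose of 5.6 µM per compound | Detection: Intracellular calcium via Fluo-8 no-wash fluorescent dye | Read-out: % inhibition of ATP-induced calcium mobilization | Benchmarks: Low control ATP plus DMSO, high control DMSO only | Replicates: Singlicate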
M1 PAM: positive allosteric modulators of human M1 muscarinic receptor; P11229; AID 588819; hit rate 0.088% among 360,000; CHO-K1 hM1, Fluo-8 calcium fluorescence, ACh EC20; 0% = ACh EC20, 100% = maximal ACh; activation, % at 3 µM; in the data active = activation above about 19%, passing the limit was not always enough
Target sequence (P11229 whole entry, looked up): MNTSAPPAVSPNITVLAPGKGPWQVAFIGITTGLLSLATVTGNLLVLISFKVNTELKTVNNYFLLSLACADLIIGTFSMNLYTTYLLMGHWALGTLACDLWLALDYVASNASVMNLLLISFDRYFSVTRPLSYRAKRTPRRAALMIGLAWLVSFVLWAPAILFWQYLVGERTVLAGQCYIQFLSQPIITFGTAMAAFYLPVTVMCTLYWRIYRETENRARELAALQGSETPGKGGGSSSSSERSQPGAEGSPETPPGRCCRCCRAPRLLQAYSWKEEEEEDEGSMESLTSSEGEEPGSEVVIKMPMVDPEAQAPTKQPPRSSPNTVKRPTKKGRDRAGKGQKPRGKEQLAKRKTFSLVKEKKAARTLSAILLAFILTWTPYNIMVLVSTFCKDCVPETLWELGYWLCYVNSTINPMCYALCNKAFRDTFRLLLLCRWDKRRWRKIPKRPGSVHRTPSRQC
CHO-K1 Ca PAM: nonselective activator or artifact in parental CHO-K1 calcium assay; ATP EC20, Fluo-8 calcium fluorescence; 0% at ATP EC20, 100% at ATP max; activation, % at 3 µM; hit rate 0.02% among 360,000;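 active = activation above the run cutoff, the mean activation of all test compounds plus 3 SD, cut at about 40% in these data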;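 also: peak over basal fluorescence ratio in a 140 s read after ATP addition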
TAAR1 antag: antagonists of human TAAR1 | AID 624466 | hit rate 1.5% among 360,000 | CHO RD-HGA16 TAAR1, Fluo-8 calcium fluorescence, antagonist | Q96RJ0 | inhibition, % at 3 µM;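 active = inhibition above a per-plate cutoff, the mean inhibition of test compounds on that plate plus 3 SD, cut at about 49% in these data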;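 also: 0% = DMSO plus EC80 beta-PEA response and 100% = DMSO alone without agonist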
Target sequence (Q96RJ0 whole entry, looked up): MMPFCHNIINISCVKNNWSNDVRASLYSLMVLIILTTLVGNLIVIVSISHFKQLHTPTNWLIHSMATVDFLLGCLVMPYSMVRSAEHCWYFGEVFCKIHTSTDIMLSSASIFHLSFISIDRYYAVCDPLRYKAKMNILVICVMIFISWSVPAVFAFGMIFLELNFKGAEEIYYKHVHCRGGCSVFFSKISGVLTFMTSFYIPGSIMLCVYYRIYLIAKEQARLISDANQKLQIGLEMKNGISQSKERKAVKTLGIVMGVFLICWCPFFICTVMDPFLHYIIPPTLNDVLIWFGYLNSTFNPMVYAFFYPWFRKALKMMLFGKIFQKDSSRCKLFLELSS
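Material: RD-HGA16 CHO cells with stable hTAAR1 and Gα16; Dosing: single nominal final test compound concentration of 3 µM; Schedule: seeding 17-24 h prior, 75-min 37 °C, 30-min RT dye loading; Detection: kinetic Fluo-8 calcium fluorescence measurement; Measure: % inhibition from peak post-agonist over basal fluorescence ratio; Benchmarks: vehicle and agonist controls.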
CHRM1 agonist: human M1 muscarinic receptor agonism; P11229; CHO-K1 hM1, Fluo-8 calcium fluorescence, agonist mode; 0% DMSO, 100% acetylcholine EC100; activation, % at 3 µM; hit rate 0.33% among 360,000; AID 588814;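 active = activation above the run's mean compound activation plus 3 SD, cut at about 16% in these data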;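 also: peak over basal fluorescence ratio within a 140 s kinetic read after compound addition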
CHRM1 antagonist: blocks human M1 muscarinic receptor | P11229 | CHO-K1 hM1, Fluo-8 calcium fluorescence, ACh EC80 antagonist | inhibition, % at 3 µM | hit rate 1.3% among 360,000 | AID 588852;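 active = percent inhibition above its own plate's cutoff, namely the mean of that plate's compound wells plus 3 SD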;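 also: peak over basal fluorescence ratio during 140 s after agonist addition; 0% = ACh EC80 plus DMSO and 100% = DMSO alone without agonist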
CHO-K1 Ca antag: nonselective inhibitor or artifact in parental CHO-K1 cells | hit rate 0.6% among 360,000 | ATP-induced calcium, Fluo-8 fluorescence | inhibition, % at 3 µM;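 active = inhibition above a per-plate cutoff, the plate's mean sample inhibition plus 3 SD, cut at about 24% in these data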;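 also: 0% = DMSO plus EC80 ATP and 100% = DMSO alone without ATP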
M1 ag parental: counter-screen for M1 agonists: effect in parental CHO-K1 cells; activation, % at 3 µM; Fluo-8 calcium fluorescence; scaled to maximal ATP response, vehicle zero; hit rate 0.48% among 360,000; in the data active = activation above about 15%;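 also: untransfected CHO-K1 host cells lacking M1 receptor as counterscreen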
TAAR1 ag: agonists of human TAAR1; CHO RD-HGA16 TAAR1, Fluo-8 calcium fluorescence; vehicle wells 0%, saturating PEA agonist 100%; activation, % at 3 µM; AID 624467; hit rate 0.99% among 360,000;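 active = activation above the mean activation of all test compounds in the run plus 3 SD, cut at about 38% in these data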
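System: CHO RD-HGA16 cells carrying human TAAR1 plus Gα16; Incubation: 17-24 h seeding, 75 min 37 °C dye, 30 min RT; Measured by: Fluo-8 fluorescence, 5 s baseline then 140 s kinetic read; Control set: DMSO and PEA EC100; Replication: single well for each compound.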
Numbers without * were called inactive; / = not tested or not shown. An unsorted share of the library; about 4.4% have a hit in one of these screens.

SMILES	CHO parental Ca	M1 PAM	CHO-K1 Ca PAM	TAAR1 antag	CHRM1 agonist	CHRM1 antagonist	CHO-K1 Ca antag	M1 ag parental	TAAR1 ag
Cc1c(CN2CCCC(C(=O)c3cccc(OC(C)C)c3)C2)c(=O)n(-c2ccccc2)n1C (stereo not given)	-33.4	-28.6	27.5	-17.1	-15.7	2.1	-6.8	0.2	-0.3
C=CCN1C(=O)CS/C1=N\S(=O)(=O)c1ccc(Cl)cc1	-22.3	2.2	24.5	-3.5	-9.2	-3.3	-3.0	1.0	3.1
CS(=O)(=O)N(CC(=O)NC1CCCCC1)Cc1ccc(F)cc1	-7.8	8.6	9.6	12.3	-3.7	-13.1	2.2	-0.1	3.2
COc1ccc2sc(N(CCCN(C)C)C(=O)c3nc4ccccc4s3)nc2c1	-10.8	5.3	13.1	-8.5	-2.3	-5.1	-10.4	0.9	6.8
Cc1cccc(C2=NN(c3ccc(Br)cc3)[C@@H](C(=O)N3CCOC3=O)[C@@H]2c2ccccc2)c1	-11.1	4.7	11.2	/	-3.0	-6.1	-8.2	0.4	/
COc1ccc(NC2CC(=O)N(c3ccccc3)C2=O)cc1 (stereo not given)	-7.6	0.6	17.7	-7.0	-3.1	-14.8	-10.6	0.8	5.6
Cc1ccc(S(=O)(=O)NC(=NC2CCCCC2)c2ccc(Cl)cc2)cc1	-8.2	2.5	6.1	/	-3.4	-0.1	-14.7	0.3	/
CC12CN3CC(C)(CN(C1)C3c1ccc(Cl)cc1Cl)C2=O (stereo not given)	8.3	-8.1	-10.5	-3.2	-3.1	13.1	20.9	-0.5	-2.7
O=c1oc2ccccc2c(NCc2ccc(Cl)cc2)c1[N+](=O)[O-]	-4.7	-7.1	-6.3	18.8	2.6	0.0	-4.9	7.9	5.3
COc1ccc(CNC(=O)COC(=O)c2cccn2C)cc1	-10.0	16.2	-0.8	5.3	3.7	-15.5	-0.5	-0.5	1.0
Cc1cc(OCC(=O)OCC(=O)N(C)c2c(N)n(Cc3ccccc3)c(=O)[nH]c2=O)ccc1Cl	-15.2	5.4	8.8	-5.1	-2.4	-7.8	-5.5	1.3	0.2
COc1ccc(NC(=O)CN2CC(C)OC(C)C2)cc1Cl (stereo not given)	-1.0	9.7	22.8	-13.0	-4.5	-17.2	-11.0	1.0	3.4
O=C(Cn1sc2ccccc2c1=O)Nc1ccc(Cl)cc1	/	0.5	-2.8	45.8	6.3	-1.6	1.2	2.1	54.7*
COc1ccc(OC)c(NC(=O)CCN2CCN(C/C=C/c3ccccc3)CC2)c1	-16.5	8.8	13.3	4.2	0.1	-17.1	-10.4	0.4	-1.6
Cc1cc2c(s1)c1cnn(-c3ccccc3)c(=O)c1n2C	-7.1	4.3	16.0	16.5	-0.5	0.7	-13.1	0.1	1.5
CC(=O)c1ccccc1NC(=O)CSCc1nc2sc(C)c(C)c2c(=O)[nH]1	/	5.4	5.9	-9.1	-5.9	-7.3	-9.7	0.8	1.3
COc1cc(NC(=O)C/C(C)=N/NC(=O)C(=O)NC2CCCCC2)c(OC)cc1Cl	-25.0	2.7	-13.1	4.8	-3.4	-8.3	2.9	-0.7	3.1
O=C(NCC1CCCO1)c1cccc(F)c1 (stereo not given)	-7.6	7.1	10.2	9.7	-2.3	-10.0	-0.3	0.1	-0.2
COc1ccc(C(=O)Oc2cc(/C=N/NS(=O)(=O)c3ccccc3)ccc2OC)cc1	0.2	2.3	14.4	14.5	0.0	-25.7	4.1	0.5	5.2
CCOc1ccc(S(=O)(=O)Nc2cccc(C(=O)N(C)CC(=O)Nc3cccc(OC)c3)c2)cc1	-23.8	6.7	12.3	-13.9	-1.3	-17.1	-12.8	0.2	4.0
COc1ccc(CCNC(=O)CN(c2cc(OC)ccc2OC)S(=O)(=O)c2ccccc2)cc1	-30.4	-6.3	2.8	49.5*	-0.7	7.0	-10.4	5.1	9.2
N#Cc1cccc(NC(=O)Nc2cccs2)c1	25.5	-6.4	0.4	17.5	4.8	13.6	16.0	10.8	57.8*
C=CCOC(=O)/C(=C\c1ccc(OC)cc1)NC(=O)c1ccco1	-15.8	5.7	17.2	0.5	-0.7	-9.4	-14.1	0.4	1.9
NC(=O)NC(=O)C(Nc1ccc(N2CCCCC2)cc1)c1ccccc1 (stereo not given)	-9.5	-12.6	-7.3	-1.5	-9.9	10.1	-10.1	0.4	3.2
COC(=O)[C@@H](NC(=O)Nc1ccc(C(C)=O)cc1)C(C)C	-11.7	2.7	10.1	11.6	-4.5	-4.7	-7.3	0.9	0.8
O=C1N=C(N2CCOCC2)S/C1=C/c1ccc(-c2ccccc2Cl)o1	5.3	2.9	1.4	11.1	-3.7	1.8	9.3	-0.4	8.1
c1ccc(-c2c[n+]3c(n2-c2ccccc2)CCC3)cc1	2.5	-1.1	1.8	10.7	-7.2	-1.3	0.3	14.7	0.7
CCN(CC)C(=O)N1CCn2c(nc3ccccc32)C1	-9.2	10.3	-3.4	-8.2	0.6	-15.0	3.5	-0.1	5.8
O=C(c1n[nH]c(=O)c2ccccc12)N1CCN(Cc2ccc3c(c2)OCO3)CC1	-6.2	1.8	-6.0	-5.2	-2.7	-8.9	-9.0	0.5	2.4
COc1cc2c(cc1NC(=O)c1ccco1)CCCC2	-12.7	12.6	8.4	0.1	-1.1	-29.4	-15.6	-0.8	11.9
CSc1nnc([C@@H](NC(=O)OC(C)(C)C)C(C)C)o1	2.0	4.3	16.1	-5.7	-3.9	-1.9	-1.9	0.6	0.1
Cc1noc(C)c1C(=O)N1CCC1(C)C(=O)NS(=O)(=O)c1cccc(OC(F)F)c1 (stereo not given)	/	19.7	3.8	5.8	2.1	-15.3	-3.9	0.2	4.3
CC(C)N1CCC(N2CCN(CCCn3cccn3)CC2CCO)CC1 (stereo not given)	-1.1	0.1	-5.2	-11.5	-6.4	-3.0	19.0	2.3	6.1
CCOC(=O)c1c(C)[nH]c(C(=O)NNC(=O)c2ccc(C(C)(C)C)cc2)c1C	-13.1	4.0	29.2	-6.6	-9.9	-5.8	-16.3	2.0	2.3
Cc1cc(C)c2c(=O)[nH]c(SCc3ccccc3)nc2n1	-5.6	-5.3	15.3	5.4	-7.9	9.9	-2.2	2.3	6.3
CC(NC(=O)COC(=O)C1CCN(c2ccc(C(F)(F)F)cn2)CC1)c1ccc(F)cc1 (stereo not given)	-18.9	-12.7	-3.6	-8.2	-3.4	18.6	-16.6	8.3	3.7
CC1CN(C(=O)c2ccc(N3CCCCC3)c([N+](=O)[O-])c2)CC(C)O1 (stereo not given)	-2.0	0.4	8.7	-7.3	-6.9	1.1	5.3	4.2	1.4
COc1ccc(NC(=O)c2ccc(NCCN3C(=O)CCC3=O)c([N+](=O)[O-])c2)cc1	-4.9	-1.4	9.9	21.1	-6.0	9.3	-10.9	0.8	4.4
O=C(C[C@H]1C/C=C/CC[C@@H](Cc2ccc(F)cc2)C(=O)OC[C@H](c2ccccc2)NC1=O)NCCO	-5.5	14.5	4.6	6.6	-3.6	-13.4	-9.0	0.2	7.4
COc1ccc(-c2nnc(SC(C)C(=O)NCc3ccc4c(c3)OCO4)n2Cc2ccco2)cc1 (stereo not given)	-28.9	5.5	17.0	9.8	-2.7	-3.9	-6.3	1.5	18.5
Cc1cc(C)n(Cc2ccc(C(=O)NCCC3=CCCCC3)o2)n1	-15.1	-0.5	-5.3	-13.0	-5.3	3.8	-8.0	0.0	27.1
Cc1nnc(SCC(=O)N2CCC(C(=O)Nc3nccs3)CC2)n1Cc1ccccc1	/	5.1	21.6	-1.4	-4.1	-5.8	-0.8	0.9	11.8
CCOC(=O)N1CCN(C(=O)Cn2ncc3c2-c2ccccc2OC3)CC1	4.6	20.1	9.6	-1.4	11.0	-15.5	-2.0	1.1	-0.5
COc1ccc2ccccc2c1CNc1nnnn1C	-6.1	8.2	-8.4	-3.1	-1.8	-1.6	-11.1	1.0	0.2
CCN1C(=O)[C@H]2[C@@H](c3ccc(OC)cc3)N[C@]3(CCCN(Cc4ccc(C)cc4)C3=O)[C@H]2C1=O	/	6.7	2.0	-22.3	-1.2	-6.9	-5.0	0.0	2.3

Next part, starting with the last 3 of the part before.
SMILES	CHO parental Ca	M1 PAM	CHO-K1 Ca PAM	TAAR1 antag	CHRM1 agonist	CHRM1 antagonist	CHO-K1 Ca antag	M1 ag parental	TAAR1 ag
CCOC(=O)N1CCN(C(=O)Cn2ncc3c2-c2ccccc2OC3)CC1	4.6	20.1	9.6	-1.4	11.0	-15.5	-2.0	1.1	-0.5
COc1ccc2ccccc2c1CNc1nnnn1C	-6.1	8.2	-8.4	-3.1	-1.8	-1.6	-11.1	1.0	0.2
CCN1C(=O)[C@H]2[C@@H](c3ccc(OC)cc3)N[C@]3(CCCN(Cc4ccc(C)cc4)C3=O)[C@H]2C1=O	/	6.7	2.0	-22.3	-1.2	-6.9	-5.0	0.0	2.3
CNc1cncc(-c2cccc(O)c2)n1	/	1.1	11.9	3.9	-3.9	-5.5	-10.3	0.3	3.1
CC(=O)N1CCN(C(=O)c2c(-c3ccccc3)noc2C)CC1	-1.9	15.0	-7.5	-5.8	-1.1	-11.2	-14.4	-0.4	2.7
COc1ccc(/C=C/C(=O)Nc2nc(C)c(C(=O)N(C)C)s2)cc1	-4.0	2.9	8.8	-0.2	-2.9	-5.0	2.4	1.1	1.5
Cc1nc(S(=O)(=O)c2ccc(Cl)cc2)c(NCc2ccccc2)o1	-4.7	3.6	-3.0	-11.2	-2.0	-11.0	-3.9	1.1	-0.1
O=C(NCC1COc2ccccc2O1)C1CCN(S(=O)(=O)c2cccc3nsnc23)CC1 (stereo not given)	-11.7	1.6	7.9	-5.7	-1.5	-16.0	-10.9	3.1	13.3
CCc1cc2c(-c3ccccc3)cc(=O)oc2cc1OC(C)C(C)=O (stereo not given)	-3.0	-19.2	-2.2	50.4*	-9.7	27.1	-0.9	0.2	17.1
Cc1ccccc1Cn1cnc2c(NS(C)(=O)=O)c(C)c(C)cc21	-19.8	7.2	-5.2	-16.3	-3.2	-3.1	-3.9	0.5	11.9
c1ccc2c(c1)nc1n2C2(N3CCOCC3)CCCC2C1N1CCOCC1 (stereo not given)	/	3.2	3.8	3.5	-2.4	-5.8	-2.5	-0.1	-0.2
c1ccc(-c2nnc(CN3CCCCC3)o2)cc1	5.7	-1.2	-5.3	-4.3	-2.7	0.6	4.9	0.2	4.1
CN1CCCN(C(=O)CNC(=O)c2ccccc2Br)CC1	-18.2	4.6	3.4	-12.0	-4.9	1.1	-2.9	0.1	3.9
CN(Cc1cccc(Cl)c1Cl)C(=O)c1ccccc1SCC(=O)N1CCCC1	/	-4.4	2.0	10.2	-2.8	8.9	5.2	4.6	11.5

Screening results (PubChem)
